# Compound activity deposited in PubChem by National Center for Advancing Translational Sciences (NCATS).
# USP2a block = blocks human ubiquitin-specific protease USP2a; USP2 core, Ub-CHOP2 coupled fluorogenic reporter, 485/531; Potency, µM (highest dose often 38.3 µM), without a hit: at the highest dose activity change, negative = inhibition, usual class: inhibitors; hit rate 0.01% among 330,000; AID 463254;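 also: potency is read from the fitted curve at half-maximal effect; plate controls were DMSO wells for no effect and full inhibition by NEM control for full effect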
#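 USP2 core (10nM final) preincubated 30min RT with compound in 20mM Tris-HCl pH 8.0, 2mM CaCl2, 2mM beta-mercaptoethanol, 0.05% CHAPS; 25nM Ub-CHOP2 plus 25nM reporter substrate added, fluorescence (Ex485/Em531) read after 60min.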
# Eya2 inh = blocks the phosphatase activity of human Eya2; O00167; recombinant Eya2, OMFP fluorescence dephosphorylation (OMFP is methylfluorescein phosphate); Potency, µM (series often up to 76.9 µM), for inactives: at the highest dose activity, negative = inhibition, hits mostly inhibitors; hit rate 0.006% among 330,000; AID 488837; also: potency is read from the fitted curve at half-maximal effect
# Target sequence (O00167 whole entry, looked up): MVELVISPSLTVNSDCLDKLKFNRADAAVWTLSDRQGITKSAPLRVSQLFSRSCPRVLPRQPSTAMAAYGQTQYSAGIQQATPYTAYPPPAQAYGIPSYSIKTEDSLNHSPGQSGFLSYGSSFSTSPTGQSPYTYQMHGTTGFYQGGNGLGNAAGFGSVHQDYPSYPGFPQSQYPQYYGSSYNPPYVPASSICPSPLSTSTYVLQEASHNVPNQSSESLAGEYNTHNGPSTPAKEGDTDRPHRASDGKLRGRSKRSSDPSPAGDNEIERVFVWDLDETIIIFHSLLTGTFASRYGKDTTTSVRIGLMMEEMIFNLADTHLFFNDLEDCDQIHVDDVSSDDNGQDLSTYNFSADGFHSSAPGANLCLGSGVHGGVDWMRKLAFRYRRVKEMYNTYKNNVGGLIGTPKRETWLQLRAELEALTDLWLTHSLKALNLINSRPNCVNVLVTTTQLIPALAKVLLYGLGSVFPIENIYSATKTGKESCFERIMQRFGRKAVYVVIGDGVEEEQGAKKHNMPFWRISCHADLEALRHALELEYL
#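 Eya2 protein (added as 0.2 uM solution) was preincubated with compound for 10 min at ambient temperature in 50 mM HEPES pH 7.5, 50 mM NaCl, 5 uM MgCl2, 0.05% BSA, 1 mM DTT. OMFP (added at 50 uM) then reacted 10 min; fluorescence read at 485/525 nm.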
# GALK inh = inhibitors of human galactokinase; Purified GALK, Kinase-Glo residual ATP luminescence; Potency, µM (series often up to 57.5 µM), inactives show top-dose activity change, negative = inhibition, most hits filed as inhibitors; P51570; hit rate 0.007% among 270,000; also: potency is read from the fitted curve at half-maximal effect
#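 Compounds were pin-transferred into ATP buffer (35 uM final), then GALK plus galactose (5 nM, 100 uM final) was added. After 1 h at room temperature, Kinase-Glo Plus was added and luminescence read after 10 min.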
# BCR signal inh = chronic active BCR signaling inhibition; Potency, µM (highest dose often 46.1 µM), for the others: at the highest dose ratio change, negative = lower green/red ratio, hits mostly inhibitors; ABC-DLBCL IkBa-CBG/CBR reporter, luminescence ratio, 4 h; hit rate 0.05% among 340,000; active = well fitted inhibition curve with a large enough effect in the signal ratio, with a control signal flat, not every such curve was filed as active; inconclusive = small, poorly fitted or top-dose-only effect, or effect the other way, or a change in a side signal; the % refers to the signal ratio;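 also: potency is read from the fitted curve at half-maximal effect; plate controls were basal doxycycline-induced cells for no effect and cells given 10 µM MG132 for full effect; MG132 reads +100%, hits lower the ratio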
#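 Cell line TMD8 (human ABC DLBCL), stably expressing tet-inducible CBG68-IkBa fusion and CBR; IMDM/0.5% FBS; cpd up to 46 uM; dox induction, 4 h, 37C/5% CO2; dual luminescence; green/red ratio; MG132 control.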
# Giardia kill = Giardia lamblia killing; Giardia lamblia trophozoite viability; activity change, % at 7.66 µM, hits read low; hit rate 0.15% among 340,000; AID 540267; in the data active = activity change below about -80%; inconclusive = between about -30% and that limit;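 also: parasites exposed to compound for two days anaerobically before the ATP read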
#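 Trophozoites 100 cells/well + cpd; 48 hrs, 37 deg C, anaerobic. ATPLite 1-Step added, 15-30 min RT, luminescence read (ATP-based viability).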
# B2AR arrestin = recruits beta-arrestin to the human beta2-adrenergic receptor; P07550; hit rate 0.02% among 330,000; beta-arrestin recruitment to beta2AR, cell-based reporter; Potency, µM (titrated, usually from 46.1 µM), without a hit: at the top dose activation, most hits filed as activators; AID 492947;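 also: potency is read from the fitted curve at half-maximal effect; 0% = DMSO controls and full agonism = EC100 isoproterenol or metaproterenol; nearly all actives have a fitted effect of over 65% in size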
# Target sequence (P07550 whole entry, looked up): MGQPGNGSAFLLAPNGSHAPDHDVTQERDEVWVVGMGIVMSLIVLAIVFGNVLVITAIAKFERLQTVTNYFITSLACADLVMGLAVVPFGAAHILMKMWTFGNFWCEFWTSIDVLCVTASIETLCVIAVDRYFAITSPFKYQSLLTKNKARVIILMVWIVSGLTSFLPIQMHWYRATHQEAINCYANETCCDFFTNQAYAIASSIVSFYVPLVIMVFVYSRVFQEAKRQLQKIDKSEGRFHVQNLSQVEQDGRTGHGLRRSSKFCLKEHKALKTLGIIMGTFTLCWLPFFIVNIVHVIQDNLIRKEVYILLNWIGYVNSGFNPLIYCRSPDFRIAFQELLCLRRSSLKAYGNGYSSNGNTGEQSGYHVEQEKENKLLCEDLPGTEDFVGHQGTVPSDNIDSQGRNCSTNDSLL
# PKM2 activator = increases activity of human pyruvate kinase M2 | P14618 | purified PKM2, Kinase-Glo ATP luminescence, activation; response scale: 0% is enzyme alone, no compound | Potency, µM (highest dose often 57.5 µM), for inactives: at the highest dose activation, usual class: activators | hit rate 0.34% among 260,000 | AID 1631; also: potency is read from the fitted curve at half-maximal effect; nearly all actives have a fitted effect of over 55% in size
#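 Kinase-Glo luminescence reports ATP generated from ADP (0.1 mM) and PEP (0.5 mM) by purified hPK-M2 after 1 h at room temperature, pH 7.2 imidazole buffer; intermediate enzyme activity allows detecting inhibitors and activators.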
# KCNH2 3.1 inh = blocks the human KCNH2 3.1 channel isoform; AID 720553; hit rate 0.95% among 340,000; activity change, % (tested at about 1.8 µM); U2OS KCNH2 3.1, thallium flux FluxOr; stronger effect = lower value;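 active = maximum activity change below -70%; inconclusive = maximum activity change from -70% to -50%; inactive = maximum activity change above -50%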;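 also: thallium influx rate constant from kinetic fluorescence after stimulation buffer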
#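 Kinetic fluorescence (2 min after stimulation buffer) measures Tl+ influx through KCNH2 3.1 expressed by viral transduction in U2OS cells; the rate constant is normalized against DMSO controls serving as positive and negative references.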
# FBPA coupling cs = counter-screen for Giardia aldolase inhibitors: coupling enzyme system; hit rate 0.67% among 290,000; AID 2472; coupling enzyme system counterscreen, AmpLite Red fluorescence; activity change, negative = inhibition, % at 58.2 µM, hits read low; in the data active = activity change below about -30%
#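 Fluorescence at 525 nm excitation and 598 nm emission measured inhibition of the coupled detection system without aldolase. Compounds (at 57.5 uM final) were preincubated 10 min at room temperature with coupling enzyme reagent before a 20 min substrate/AmpLite Red step.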
# uPA generation = blocks generation of uPA at the cell surface | cell surface uPA generation assay, qHTS | Potency, µM (doses to about 38.3 µM), for inactives: top-dose activity change, negative = inhibition, most hits filed as inhibitors | hit rate 0.31% among 330,000 | AID 540303; active = well fitted inhibition curve with a large enough effect; inconclusive = small, poorly fitted or top-dose-only effect; inactive = no such curve, though single readings can be large or run the other way; tested in mouse RAW 264.7 cells; also: potency is read from the fitted curve at half-maximal effect; nearly all actives have a fitted effect of over 55% in size
# hERG WT inh = inhibitors of human wildtype KCNH2 potassium channel | Q12809 | U2OS, BacMam KCNH2, thallium flux FluxOr; stronger effect = lower value | activity change, % at 1.84 µM | hit rate 0.37% among 340,000;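 active = maximum activity change below -70%; inconclusive = maximum activity change between -70% and -50%; inactive = maximum activity change above -50%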
#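 U2OS cells transduced with wild-type KCNH2 virus are loaded with FluxOr dye for 45 min, and thallium flux is measured in kinetic reads before and after stimulation buffer. Rate constants are normalized to DMSO controls.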
# * hit, by the source's call; ? = inconclusive; nt = not tested or not shown; & = joins results of further samples; [ ] = remark or other dose. Unless noted, calls follow the shape of the dose curve; as a rule, active = well fitted curve in the direction sought with a large enough effect; inconclusive = small, poorly fitted or top-dose-only effect, or another doubt; inactive = no such curve, though single readings can be large; an effect the other way counts as inactive or inconclusive. Unless noted, % is scaled to controls: 0 for no effect and ±100 for the full control effect.
SMILES,USP2a block,Eya2 inh,GALK inh,BCR signal inh,Giardia kill,B2AR arrestin,PKM2 activator,KCNH2 3.1 inh,FBPA coupling cs,uPA generation,hERG WT inh
O=C(COC(=O)C1CC2C=CC1C2)Nc1c(Br)cc([N+](=O)[O-])cc1Br (stereo not given),0%,2%,nt,-7%,-8,-0.5%,nt,-8,nt,-4%,-12
Cc1cc(C(=O)NCc2cc(C(=O)O)oc2C)c(C)o1,0%,11%,1%,2%,-6,0.3%,-4%,-2,2,2%,-5
O=S(=O)(Nc1cccc2ccccc12)N1CCCC1,1%,-26%,3%,-6%,-2,0.0%,-5%,-2,-18,-1%,4
Cc1ccc(NC(=O)CNCc2ccccc2)c(Br)c1,0%,-13%,5%,-8%,31[activator],-1.1%,-6%,14,2,-11%,-2
CCN(CC)C(=O)COc1coc(CN2CCN(c3cccc(Cl)c3)CC2)cc1=O,-3%,-7%,3%,-11%,-15,0.0%,nt,7,nt,1%,-12
COc1ccc(N2CCN(Cc3csc(C)c3-c3ccc(C)cc3)CC2)cc1,1%,2%,nt,0%,-2,0.1%,nt,-22,-2,4%,-11
COC(=O)C1=C(C)N(c2ccc(F)cc2)C(=O)C1,2%,27%,0%,?,-3,-2.1%,17%,-10,2,-3%,-1
O=C(Cc1ccccc1)NCC(=O)OCC(=O)c1ccccc1Cl,0%,-14%,0%,0%,-10,-0.4%,-5%,7,-4,3%,13
CC(=O)N/C(=C\c1ccccc1)C(=O)OCC(=O)c1c(N)n(CC(C)C)c(=O)n(C)c1=O,1%,-4%,nt,2%,-3,-0.2%,nt,8,nt,2%,-10
CC(C)NC(=O)COc1ccccc1C#N,0%,6%,0%,-14%,2,0.0%,3%,13,3,8%,nt
CC(C)N(Cc1ccccc1)CC(O)COc1ccc(S(=O)(=O)N2CCOCC2)cc1Cl (stereo not given),1%,-4%,7%,?,8,-0.1%,-2%,-4,-1,2%,-10
CCC(C)Nc1nc(-c2ccc3c(c2)NC(=O)CO3)cs1 (stereo not given),2%,4%,-2%,?,19,0.0%,-1%,-6,-5,-4%,3
CC(=O)c1ccc(Nc2c3c(c(C#N)c4nc5ccccc5n24)CCC3)cc1,1%,-13%,-5%,?,nt,-0.6%,19%,nt,2,nt,nt
O=C(NC1CCCC1)C(c1ccncc1)N(C(=O)Cn1nnc(-c2ccccc2F)n1)c1cccc(F)c1 (stereo not given),-1%,8%,-2%,-10%,3,0.2%,nt,3,-1,2%,2
N#CC1=C(S)N(c2ccc(F)cc2)C(c2cccs2)NC1=O (stereo not given),1%,6%,-2%,-1%,1,0.0%,-4%,-2,7,-3%,-8
CC12CCC(=O)N1C(C(=O)N1CCN(S(=O)(=O)c3cccc(C(F)(F)F)c3)CC1)CS2 (stereo not given),-2%,-1%,nt,?,-12,0.2%,nt,-16,nt,1%,-7
Fc1c(F)c(F)c(N=Cc2ccc3ncccc3c2)c(F)c1F,1%,4%,0%,2%,4,-1.2%,2%,9,1,-2%,-23
O=S(=O)(Nc1ccc(Br)cn1)c1ccc2ccccc2c1,-6%,-28%,-2%,17%,21,0.0%,-4%,12,-1,-1%,12
Cc1cc(C(=O)NNC(=O)Cc2ccc(Cl)c(Cl)c2)c(C)o1,-1%,-6%,nt,-16%,20,0.0%,nt,4,nt,3%,-4
Cc1noc(N)c1C(=O)Nc1ccc(F)c(Cl)c1,-1%,5%,1%,-1%,-21,-0.7%,2%,2,8,2%,-8
Cc1ccc(S(=O)(=O)N2CCN(C(=O)c3cc4c(s3)CCCC4)CC2)cc1,1%,-12%,nt,-1%,16,-0.2%,nt,8,nt,14%,-2
CCN(c1ccc(OC)cc1)S(=O)(=O)N1CCCC(C(=O)NCc2ccccc2Br)C1 (stereo not given),1%,-1%,3%,?,-4,-0.3%,nt,-2,nt,-3%,-13
O=C(CSc1nnc(-c2ccccc2Cl)o1)N1CCCCC1,0%,-10%,-3%,3%,7,0.1%,-17%,18,-1,-14%,31
O=C(O)CCSc1nnc(COc2ccc(Cl)cc2)n1-c1ccccc1,3%,13%,-7%,9%,0,-0.4%,3%[11.5 µM],-3,8,5%,0
CN1CCN(C2=CC3=CC(=C(C#N)C#N)CCC3CC2)CC1 (stereo not given),?,?,0%,?,-2,3.2%,-21%,?,0,-2%,-22
O=C(c1ccc(Cl)cc1)N1CCC(c2nc(-c3cccs3)no2)CC1,3%,12%,1%,0%,-12,0.0%,5%,3,1,-11%,1
Cc1nc(N)sc1C(=O)N/N=C/c1cccnc1,1%,2%,1%,?,5,-0.3%,-1%,-3,0,9%,3
CCCc1c(OCCCCc2nn[nH]n2)ccc(C(C)=O)c1O,0%&0%,3%&5%,-6%&-3%,-3%&7%,-25,-1.3%&-0.3%,3%&0%&2%,-4,13&14&6&11,8%,-8
COc1ccccc1CNC(=O)c1c(-c2ccccc2Cl)noc1C,-1%,11%,0%,0%,18,-0.2%,3%[11.5 µM],1,1,-13%,0
COC(=O)C1=C(C)N(c2ccc(Cl)cc2)/C(=C/c2ccc(O)cc2)C1=O,1%,10%,-2%,-7%,-14,0.1%,-25%,-14,3,-6%,-3
O=C(O)c1ccc(-n2nnnc2Oc2cccc3cccnc23)cc1,0%,2%,-7%,9%,-3,-1.7%,-5%,-21,11,nt,-5
CCOP(=O)(OCC)C(Nc1cccc([N+](=O)[O-])c1)c1ccc(N(C)C)cc1 (stereo not given),1%,7%,5%,-15%,7,0.0%,-3%,6,-1,-3%,-12
Cc1cc(C)c(C#N)c(SCc2[nH]nc3c2C(c2ccccc2)C(C#N)=C(N)O3)n1 (stereo not given),nt,nt,7%,nt,-3,nt,9%,2,0,nt,0
CCCN1CCN(C(=O)c2oc3ccccc3c2NC(=O)C2CC2)CC1,0%,-3%,1%,-10%,-3,-0.1%,nt,-21,0,-3%,18
COc1cccc(COC(=O)C2CCN(C(=O)c3ccccc3C)CC2)c1OC,0%,-4%,2%,-3%,7,-0.7%,1%,8,nt,1%,-3
COc1ccc(OCC(O)CN2C(=O)c3ccccc3C2=O)cc1 (stereo not given),3%,?,-6%,?,6,-1.0%,nt,4,-1,-1%,-16
CN(CC(=O)Nc1ccccc1Cl)C(=O)c1cccc(-n2cccc2)c1,0%,3%,nt,3%,-7,-0.3%,nt,-9,nt,1%,-18
Cc1cccc(OCCCC(=O)Nc2ccccc2C(F)(F)F)c1,-3%,-10%,2%,-3%,17,0.2%,0%,12,2,3%,-5
COc1ccc(CCN(Cc2nc3ccccc3c(=O)[nH]2)C(=O)c2ccco2)cc1OC,2%,1%,7%,?,6,0.7%,-2%,0,2,-1%,8
Cc1ccccc1NC(=O)Cc1nc(COC(=O)c2cccc(C)c2O)cs1,3%,6%,6%,-1%,7,0.7%,-6%,2,nt,3%,3
CC1CCCCN1Cc1ccc(N(C)C)cc1 (stereo not given),1%,13%,-1%,0%,1,-1.1%,-2%,-21,-2,6%,-5
COc1ccc(NC(=S)N(CCCN2CCCC2)Cc2ccco2)cc1,3%,8%,0%,-19%,0,-0.1%,-1%,-1,-1,-3%,0
Cc1nn(C)cc1CNC(=O)c1cccc(Cl)c1,0%,-4%,-3%,?,8,0.1%,1%,-10,2,nt,9
O=C(NCc1n[nH]c(=S)n1-c1ccc(Cl)c(Cl)c1)c1ccc(S(=O)(=O)N2CCOCC2)cc1,2%,3%,7%,0%,19,-0.3%,-12%,-5,1,15%,nt
Cc1cccc(NC(=O)c2ccccc2SCc2ccc(F)cc2)n1,-3%,-10%,nt,1%,-23,-0.1%,nt,14,nt,-5%,1
CCCCC(C)n1[nH]c(=O)cc1N (stereo not given),0%,-16%,0%,0%,14,-0.3%,1%,3,1,4%,-5
N=C1C(c2nc3ccccc3[nH]2)=C(O)CN1NC(=O)c1c[nH]c2ccccc12,1%,3%,9%,-12%,-22,0.1%,nt,12,-4,15%,nt
O=S(=O)(c1ccccc1)N1CCC2(CC1)OCCO2,1%,10%,3%,1%,-19,0.1%,2%,10,3,5%,-6
CCOc1ccccc1N1CCN(C(=O)c2cc(C)oc2C)CC1,1%,-23%,1%,-1%,-11,0.1%,23%,-5,3,nt,2
Cc1ccccc1NC(=O)C(NC1CCCCC1)C(C)C (stereo not given),0%,1%,3%,5%,4,-0.8%,-22%,6,1,1%,0
CSCC[C@H](NC(=O)Nc1ccc(OC(F)(F)F)cc1)C(=O)O,3%,3%,0%,9%,-14,0.5%,2%,19,-5,0%,10

# This is a random part of the collection; overall some 2.4% were active at least once.
